# Vif-A3F inh: qHTS for Inhibitors of Vif-A3F Interactions: qHTS; HeLa A3F-eYFP + Vif (tagged APOBEC3F with the HIV-1 protein that degrades it), YFP fluorescence increase; Potency, µM (doses to about 46.1 µM), for inactives: at the highest dose activity, negative = active; 0.2% of 390,000 active; further: % of control where 0% means no effect; nearly all actives have a fitted effect of over 65% in size
#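 HeLa cells stably expressing A3F-eYFP plus Vif, plated and incubated overnight at 37 deg C, then exposed to compounds overnight at 37 deg C. Blocked degradation read as raised yellow fluorescence (Ex 488/Em 500-530).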
# RXFP1 ag: qHTS Assay for Agonists of the Relaxin Receptor RXFP1 | HEK293T-RXFP1 cAMP TR-FRET, 30 min; response scale: percent of porcine relaxin response, buffer zero | Potency, µM (titrated, usually from 57.5 µM), inactives show at the top dose activation, usual class: activators | 0.3% of 370,000 active | AID 2676, 2010; further: on the % scale 0 is the no-effect control and ±100 the full control effect; nearly all actives have a fitted effect of over 60% in size; many of its hits are not listed in these tables
#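 HEK293T cells stably expressing RXFP1 were pretreated with the PDE4 inhibitor Ro 20174, exposed to compounds for 30 min at 37C, lysed, and cAMP was read by TR-FRET. Data normalized to buffer (basal) and 29 nM porcine relaxin (100%).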
# Vif-APOBEC3G blk: qHTS for Inhibitors of Vif-A3G Interactions: qHTS; DNA dC->dU-editing enzyme APOBEC-3G (Homo sapiens), Q9HC16; Potency, µM (top dose mostly 46.1 µM), without a hit: at the highest dose activity, negative = active, hits mostly inhibitors; 0.076% of 410,000 active; HeLa A3G-eYFP + Vif (tagged APOBEC3G with the HIV-1 protein that degrades it), YFP fluorescence, overnight; AID 602310, 2012;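 further: on the % scale 0 is the no-effect control and ±100 the full control effect; nearly all actives have a fitted effect of over 60% in size; hits raise eYFP signal because A3G escapes Vif-driven loss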
#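 Read-out is eYFP fluorescence (Ex 488/Em 500-530) from Vif-expressing HeLa A3G-eYFP cells; more signal means A3G escaped Vif-mediated degradation. Cells plated overnight, compound pinned in, incubated overnight at 37 deg C.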
# ALOX12 inh: Primary qHTS assay for inhibitors of human arachidonate 12S-lipoxygenase (ALOX12): Round 2; 1.1% of 580,000 active; Potency, µM (top dose mostly 108 µM), for the others: top-dose activity change, negative = inhibition, actives largely listed as inhibitors; purified 12hLO, xylenol orange hydroperoxide absorbance; Polyunsaturated fatty acid lipoxygenase ALOX12 (Homo sapiens), P18054; further: on the % scale 0 is the no-effect control and ±100 the full control effect
#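 Purified human 12hLO (150 nM final) in 25 mM Hepes, 0.01% Triton X-100, pH 7.0 was preincubated 15 min at room temperature with compound. Then 40 uM arachidonic acid was added, 30 min. Hydroperoxide was read by Fe-XO absorbance ratio 573/405 nm.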
# RGS4 inhibitor: Inhibitors of Regulator of G Protein Signaling (RGS) 4: qHTS. Regulator of G-protein signaling 4 (Homo sapiens), P49798. Transcreener GDP fluorescence polarization, RGS4-accelerated GTP hydrolysis. Potency, µM (titrated, usually from 114 µM), without a hit: at the top dose activity change, negative = inhibition, most hits filed as inhibitors. 0.039% of 390,000 active. AID 504845, 2011; further: on the % scale 0 is the no-effect control and ±100 the full control effect; nearly all actives have a fitted effect of over 75% in size; some results filed as inactive show a strong effect at the top dose
# Target sequence (P49798 whole entry, looked up): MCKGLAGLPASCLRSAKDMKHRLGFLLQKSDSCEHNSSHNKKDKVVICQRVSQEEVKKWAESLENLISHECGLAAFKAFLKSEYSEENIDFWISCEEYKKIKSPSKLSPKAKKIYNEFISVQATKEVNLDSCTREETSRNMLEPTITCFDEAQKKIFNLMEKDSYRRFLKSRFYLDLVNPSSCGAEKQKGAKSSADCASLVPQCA
#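 MLSMR compounds (23 nl, pin-transferred) preincubated 10 min at room temperature with a 500nM (2x) first reagent, then RGS4 at 900nM (2x) plus Transcreener GDP mix added; fluorescence polarization (620/688 nm) read before and after 90 min at 30 °C.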
# IDH1 R132H inh: qHTS for Inhibitors of mutant isocitrate dehydrogenase 1 (IDH1): qHTS. Isocitrate dehydrogenase [NADP] cytoplasmic (Homo sapiens), O75874. IDH1-R132H enzyme, NADPH consumption, diaphorase/resazurin fluorescence. Potency, µM (series often up to 76.6 µM), inactives show at the highest dose activity change, negative = inhibition, usual class: inhibitors. 0.093% of 390,000 active; further: on the % scale 0 is the no-effect control and ±100 the full control effect; nearly all actives have a fitted effect of over 65% in size
#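 IDH1-R132H (0.5 ug/mL dispensed) in pH 7.5 Tris buffer was preincubated 30 min with compound, then given a substrate mix of 0.016 mM NADPH and 2 mM alpha-KG for 80 min at room temperature; remaining NADPH was read by diaphorase/resazurin fluorescence.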
# TrxR1 substrate: qHTS Assay for Substrates of Mammalian Selenoprotein Thioredoxin Reductase 1 (TrxR1): qHTS; Potency, µM (titrated, usually from 114 µM), for the others: at the top dose activity change, negative = substrate turnover; Thioredoxin reductase 1, cytoplasmic (Rattus norvegicus), O89049; 0.01% of 390,000 active; purified TrxR1 substrate turnover, NADPH consumption readout; further: on the % scale 0 is the no-effect control and ±100 the full control effect; nearly all actives have a fitted effect of over 50% in size
#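 Rat TrxR1, dispensed at 90 nM, was prereduced with 400 uM NADPH (final) for 5 min at ~22 deg C, then incubated with compound 15 min before 400 uM selenite. A first-read NADPH fluorescence drop versus no-compound background flagged substrates.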
# USP1-UAF1 inh: Inhibitors of USP1/UAF1: Primary Screen. Potency, µM (top dose mostly 57.1 µM), for the others: at the highest dose activity change, negative = inhibition, hits mostly inhibitors. recombinant USP1/UAF1, Ub-Rhodamine cleavage fluorescence. 0.23% of 390,000 active. Ubiquitin carboxyl-terminal hydrolase 1 (Homo sapiens), O94782; further: on the % scale 0 is the no-effect control and ±100 the full control effect; nearly all actives have a fitted effect of over 60% in size; inactives centre near -12
# Target sequence (O94782 whole entry, looked up): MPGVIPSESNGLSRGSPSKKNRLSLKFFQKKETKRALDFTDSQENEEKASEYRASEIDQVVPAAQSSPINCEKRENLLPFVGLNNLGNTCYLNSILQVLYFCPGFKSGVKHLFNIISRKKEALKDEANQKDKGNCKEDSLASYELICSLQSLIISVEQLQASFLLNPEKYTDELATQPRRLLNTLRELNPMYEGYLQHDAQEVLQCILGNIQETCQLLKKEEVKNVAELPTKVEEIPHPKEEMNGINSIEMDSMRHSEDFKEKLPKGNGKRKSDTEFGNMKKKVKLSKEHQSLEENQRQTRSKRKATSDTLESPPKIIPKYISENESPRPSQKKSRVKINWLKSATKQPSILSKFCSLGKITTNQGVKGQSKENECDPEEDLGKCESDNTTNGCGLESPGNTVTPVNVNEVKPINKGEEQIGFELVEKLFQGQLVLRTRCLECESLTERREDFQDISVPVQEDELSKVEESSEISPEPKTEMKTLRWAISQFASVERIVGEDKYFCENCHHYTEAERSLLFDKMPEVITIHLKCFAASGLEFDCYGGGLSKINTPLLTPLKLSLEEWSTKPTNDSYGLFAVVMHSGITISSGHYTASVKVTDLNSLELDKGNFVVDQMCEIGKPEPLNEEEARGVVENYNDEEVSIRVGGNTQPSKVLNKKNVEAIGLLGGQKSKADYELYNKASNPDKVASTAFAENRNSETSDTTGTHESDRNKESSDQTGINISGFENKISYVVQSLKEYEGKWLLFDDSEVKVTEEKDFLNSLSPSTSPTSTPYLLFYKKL
#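 USP1/UAF1 complex (1 nM) preincubated 15 min at room temperature with compound, then Ub-Rho substrate (150 nM final) added. Kinetic fluorescence at 480/540 nm over 6 reads at 60 s intervals; 50 mM HEPES pH 7.8, 0.5 mM EDTA, 0.1 mg/ml BSA, 1 mM TCEP, 0.01% Tween-20.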
# rTrxR1 inhibitor: qHTS Assay for Inhibitors of Mammalian Selenoprotein Thioredoxin Reductase 1 (TrxR1): qHTS. Thioredoxin reductase 1, cytoplasmic (Rattus norvegicus), O89049. recombinant rTrxR1, NADPH fluorescence consumption, selenite substrate. Potency, µM (series often up to 114 µM), inactives show at the top dose activity change, negative = inhibition, usual class: inhibitors. 1% of 390,000 active. AID 588453, 2011; further: on the % scale 0 is the no-effect control and ±100 the full control effect; nearly all actives have a fitted effect of over 65% in size
#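 Rat TrxR1 (90 nM in the dispensed reagent) was pre-reduced with 400 uM NADPH for 5 min at room temperature, then incubated with compound for 15 min. After 400 uM selenite was added, NADPH fluorescence (Ex 340/Em 450 nm) was followed for 8 min.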
# Starred values were filed as active, the others as inactive; u = inconclusive; x = no result given; [ ] = dose if it differs, or a comment. The call rests on the fitted dose curve; in most records, active means well fitted curve in the direction sought with a large enough effect; inconclusive means small, poorly fitted or top-dose-only effect, or another doubt; inactive means no such curve, though single readings can be large; an effect the other way counts as inactive or inconclusive. Potency means the concentration at half of the fitted maximal effect.
SMILES,Vif-A3F inh,RXFP1 ag,Vif-APOBEC3G blk,ALOX12 inh,RGS4 inhibitor,IDH1 R132H inh,TrxR1 substrate,USP1-UAF1 inh,rTrxR1 inhibitor
C=CCNC(=O)c1sc(=S)n(-c2ccc(C(=O)OCC)cc2)c1N,-1%,-1.0%,0%,u,-50%,13%,8%[57.1 µM],-7%,20%[57.1 µM]
O=C(O)C1CCCC2CN3CCc4c([nH]c5ccccc45)C3C(O)C21 (stereo not drawn),-27%,0.6%,-7%,7%,-1%,-5%,42%[activator],u,-4%
O=[N+]([O-])c1cc(S(=O)(=O)Nc2ccccc2)ccc1Nc1ccccc1,-14%,x,-10%,-11%,9%,17%,7%[57.1 µM],u,9%[57.1 µM]
Cc1ccc2nc(N(Cc3cccnc3)C(=O)c3cccs3)sc2c1,-12%,0.7%,3%,3%,6%,2%,0%[57.1 µM],-21%,10%[57.1 µM]
CS(=O)(=O)N(CCc1ccccc1)CC(=O)NCc1ccncc1,-13%,2.1%,0%,u,2%,1%,9%,-16%,6%
O=C(CCCOc1ccccc1)OCn1nnc2ccccc2c1=O,17%,3.9%,1%,-6%,16%[56.9 µM],-6%,3%,-17%,-8%
O=C1N(Cc2ccccc2)CC2(Br)COCOC12O (stereo not drawn),0%,x,0%,u,u,6%,8%[11.4 µM],-10%,2.2µM*
CC1CC(C)(C)CC2(C1)NC(=O)N(CC(=O)Nc1c(F)cccc1F)C2=O (stereo not drawn),7%,0.7%,-13%,2%,4%,5%,7%,-25%,17%
O=C(COc1ccc([N+](=O)[O-])cc1)Nc1nc2c(s1)CCCC2,-8%,-3.6%,4%,-16%,19%,16%,-9%,-16%,5%
Cc1cc(/C=N/NC(N)=O)c(C)c(CO)c1,0%,0.1%,0%,25%,1%,13%,-9%,1%,-6%
COc1ccc(C(C)NCCC(c2ccc(OC(C)C)cc2)c2ccccc2OC)cc1 (stereo not drawn),u,-0.1%,-19%,u,5%[56.9 µM],1%,5%,-22%,1%
Cc1nnc(SCC(=O)Nc2sc3c(c2C(N)=O)CCCC3)[nH]c1=O,-13%,6.2%,2%,-6%,-28%,6%,7%[57.1 µM],-8%,u
CCOC(=O)CNC(=O)C1c2cc(OC)c(OC)cc2C(=O)N(C)C1c1ccccc1F (stereo not drawn),5%,1.6%,-2%,0%,-8%,1%,-4%,-16%,-13%
COc1ccc(N2CCN(C(=O)[C@H](Cc3c[nH]c4ccccc34)NC(C)=O)CC2)cc1,3%,-3.4%,-1%,u,-3%,-2%,-15%,-4%,24%[57.1 µM]
CCCCc1cn([C@@H](CCCCNC(=O)OC(C)(C)C)C(=O)N2CCN(C(=O)OC(C)(C)C)CC2)nn1,3%,-0.2%,0%,u,13%,2%,-5%,-23%,-3%
O=C(CNC(=O)c1cccc(N2C(=O)c3ccccc3C2=O)c1)Nc1ccc(F)c(F)c1,0%,1.4%,-5%,30%,-6%,7%,-1%,-5%,2%
Cc1cccc(NC(=O)NC(C)C(c2cccs2)N2CCOCC2)c1 (stereo not drawn),-5%,-0.6%,1%,-12%,17%,1%,3%[57.1 µM],2%,6%[57.1 µM]
CCN1CCN(C(=O)c2nn(-c3ccc(C)cc3)c(=O)c3c2c2ccccc2n3C)CC1,17%,2.7%,1%,-20%,25%,-2%,0%,2%,-15%
Cn1c(=O)c2c(nc(CN3CCC(C(N)=O)CC3)n2Cc2c(F)cccc2Cl)n(C)c1=O,-9%,4.5%,0%,-11%,31%,-5%,6%[57.1 µM],-1%,2%[57.1 µM]
O=C(CN1CCOCC1)Nc1ccccc1,0%,2.5%,2%,7%,14%,-1%,12%,-7%,28%
CCOc1ccc(C2/C(=C(\O)c3ccc4c(c3)OCCO4)C(=O)C(=O)N2CCCN2CCOCC2)cc1OC (stereo not drawn),-1%,4.0%,2%,u,-10%,0%,1%,-12%,50µM*
COc1ccc(CN(C)Cc2cc(=O)n3ccsc3n2)c(OC)c1OC,5%,8.7%,0%,17%,13%,9%,0%,-24%,-21%
CCCCNC(=O)c1onc(CS(=O)(=O)c2ccccn2)c1C(=O)NCCCC,-7%,1.2%,-2%,2%,-21%,-5%,4%,-16%,13%
COc1ccc(CNC(=O)c2c(F)c(F)c(F)c(F)c2F)cc1,-13%,1.7%,-4%,-14%,0%,0%,-2%,-11%,-8%
CC(CN1CCCCC1)OC(=O)c1ccc2c(c1)OCO2 (stereo not drawn),4%,0.6%,-4%,-81%,-42%,4%,3%,-11%,-2%

# Following part
SMILES,Vif-A3F inh,RXFP1 ag,Vif-APOBEC3G blk,ALOX12 inh,RGS4 inhibitor,IDH1 R132H inh,TrxR1 substrate,USP1-UAF1 inh,rTrxR1 inhibitor
CC1(C)CCC(=O)N(c2ccc(OC(F)(F)F)cc2)C1=O,0%,-3.5%,-6%,x,10%,-3%,3%,-14%,15%
Cc1ccc(C)c(NC(=O)c2cc(S(=O)(=O)NCCc3ccccc3)ccc2F)c1,-3%,0.2%,-4%,-24%,24%,-7%,-8%[57.1 µM],-20%,2%[57.1 µM]
CSCCC(NC(=O)c1ccccc1)C(=O)Nc1ccc(C)cc1 (stereo not drawn),-8%,3.1%,4%,-9%,16%[11.4 µM],10%,3%,-19%,8%
COC(=O)c1ccc(NC(=O)CCc2c(C)nc3c(c2C)c(=O)n(C)c(=O)n3C)cc1,-4%,u,4%,-27%,-14%,8%,6%,-3%,38%[activator]
CC(C)n1c(C(F)(F)F)nc2cc(C(=O)N3CCCCC3)ccc21,3%,0.0%,0%,0%,-26%,3%,1%[57.1 µM],u,-1%[57.1 µM]
CCc1ccccc1N1CC(C(=O)Nc2nccs2)CC1=O (stereo not drawn),3%,0.8%,0%,-14%,-12%,-2%,-6%[57.1 µM],-13%,-10%[57.1 µM]
CCOC(=O)C1(Cc2cccc(OC)c2)CCN(Cc2cnc(SC)nc2)CC1,1%,1.9%,0%,-2%,5%,-2%,-5%[57.1 µM],-4%,-3%[57.1 µM]
O=C(Nc1sc(-c2ccccc2)cc1C(=O)O)c1ccccc1,2%,1.6%,-13%,u,-2%[11.4 µM],2%,1%,u,2%
Cc1cccc(CC(=O)NCC2CCCCC2)c1,-11%,2.4%,-6%,x,-7%,-5%,-1%,-3%,10%
CC1CN(c2nc3c(c(=O)n(Cc4ccc(Cl)cc4)c(=O)n3C)n2C)CC(C)O1 (stereo not drawn),-8%,0.9%,1%,0%,37%,3%,-10%,-1%,10%
Cc1occc1C(=O)NCc1nc(-c2ccc(Cl)cc2)no1,13%,0.1%,-1%,2%,11%,4%,-14%,-5%,17%[57.1 µM]
CC(C)(C)c1cc(CCC(=O)NCc2ccncc2)cc(C(C)(C)C)c1O,-4%,-2.1%,-1%,x,-6%,4%,-10%,-16%,-19%

# Sorted by the number under RGS4 inhibitor (ascending): 3 of the compounds above
canonical_smiles | RGS4 inhibitor
CCc1ccccc1N1CC(C(=O)Nc2nccs2)CC1=O (stereo not drawn) | -12%
COc1ccc(CN(C)Cc2cc(=O)n3ccsc3n2)c(OC)c1OC | 13%
CC1CN(c2nc3c(c(=O)n(Cc4ccc(Cl)cc4)c(=O)n3C)n2C)CC(C)O1 (stereo not drawn) | 37%

# One compound at a time (already shown). Order of values: Vif-A3F inh | RXFP1 ag | Vif-APOBEC3G blk | ALOX12 inh | RGS4 inhibitor | IDH1 R132H inh | TrxR1 substrate | USP1-UAF1 inh | rTrxR1 inhibitor
# `C=CCNC(=O)c1sc(=S)n(-c2ccc(C(=O)OCC)cc2)c1N` is listed with -1% | -1.0% | 0% | u | -50% | 13% | 8%[57.1 µM] | -7% | 20%[57.1 µM]
# `O=[N+]([O-])c1cc(S(=O)(=O)Nc2ccccc2)ccc1Nc1ccccc1` is listed with -14% | x | -10% | -11% | 9% | 17% | 7%[57.1 µM] | u | 9%[57.1 µM]
# `CC(CN1CCCCC1)OC(=O)c1ccc2c(c1)OCO2` (stereo not drawn) is listed with 4% | 0.6% | -4% | -81% | -42% | 4% | 3% | -11% | -2%
# `CCOc1ccc(C2/C(=C(\O)c3ccc4c(c3)OCCO4)C(=O)C(=O)N2CCCN2CCOCC2)cc1OC` (stereo not drawn) is listed with -1% | 4.0% | 2% | u | -10% | 0% | 1% | -12% | 50µM*

# From PubChem BioAssay

# Only part of the results is shown; rates above refer to the full screens.
